# Screening data from PubChem BioAssay.
# PHOSPHO1 block: PubChem AID 1565 | recombinant PHOSPHO1, absorbance phosphatase assay | inhibition, % at 13.3 µM | 290,000 compounds, 1.1% hits; in the data active means inhibition above about 60%
# Target sequence (Q8TCT1 whole entry, looked up): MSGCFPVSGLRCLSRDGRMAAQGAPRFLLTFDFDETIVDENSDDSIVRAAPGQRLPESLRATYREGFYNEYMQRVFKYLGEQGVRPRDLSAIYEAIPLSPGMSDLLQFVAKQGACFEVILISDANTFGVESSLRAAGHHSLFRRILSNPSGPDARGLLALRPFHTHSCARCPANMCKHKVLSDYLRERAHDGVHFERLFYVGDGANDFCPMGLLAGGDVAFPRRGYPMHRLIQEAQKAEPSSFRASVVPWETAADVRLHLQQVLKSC
# HCV NS3 hel inh: inhibitors of HCV NS3 helicase, primary screen, biochemical, Cy5 molecular beacon fluorescence. NS3 helicase DNA unwinding. inhibition, % at 10.9 µM. 290,000 compounds, 0.56% hits. AID 1800, 2009;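 active means inhibition above the mean of all tested compounds plus 3 SD, set per campaign, cut at about 35% in these data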;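 further: 0% = DMSO wells and 100% = thioflavine S control wells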
#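 Material: hepatitis C virus NS3 helicase domain fragment enzyme; measured by: Cy5 fluorescence, 0 and 60 min reads; control set: DMSO and thioflavine S; incubation: 60 min unwinding reaction at 25 °C after ATP addition; read-out basis: % inhibition from 60/0 min fluorescence ratio, DMSO 0%, thioflavine S 100%; repeats: singlicate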
# IMP-1 inhibitor: IMP-1 metallo-beta-lactamase inhibitors, primary screen, biochemical, epi-absorbance readout, Pseudomonas aeruginosa enzyme; purified IMP-1, nitrocefin hydrolysis, epi-absorbance fluorescence; inhibition, % at 5.6 µM; 290,000 compounds, 0.45% hits; AID 1556, 2009;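 active means inhibition above the mean plus 3 SD of all compounds in the same screening run, cut at about 4.5% in these data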;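 further: 0% = IMP-1 with DMSO and 100% = DMSO wells lacking enzyme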
#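 System – purified recombinant IMP-1 beta-lactamase · Input – IMP-1 dispensed at 0.2 nM · Timing – 15 min preincubation plus 25 min reaction at 25 °C · Signal – Epi-absorbance fluorescence, 480 nm excitation, 530 nm emission · Measure – percent IMP-1 inhibition derived from blank-referenced optical density · Controls – Enzyme-plus-DMSO low control, enzyme-free DMSO high control · Replication – singlicate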
# IDE cell activ: human IDE activators in live cells, primary screen, fluorescence polarization, HEK cells, FAbeta-B substrate; activation, % at 5.96 µM; Insulin-degrading enzyme (Homo sapiens), P14735; FAbeta-B cleavage; 0% vehicle, 100% cell-free pure enzyme wells; 340,000 compounds, 0.073% hits;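 active means activation above the mean of all tested compounds plus 3 SD, set per screening campaign, cut at about 17% in these data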
# VIM-2 inhibitor: VIM-2 metallo-beta-lactamase inhibitors, primary screen, biochemical, epi-absorbance readout, Pseudomonas aeruginosa enzyme | purified VIM-2, nitrocefin hydrolysis, epi-absorbance fluorescence | inhibition, % at 5.6 µM | 290,000 compounds, 0.89% hits | AID 1527, 2009;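 active means inhibition above the mean of all tested compounds plus 3 SD, cutoff set per screening run, cut at about 7.5% in these data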;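 further: red hydrolysis product quenches plate fluorescence so inhibitors raise well fluorescence; 0% = enzyme with DMSO and 100% = DMSO without enzyme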
# SUMO HTRF inh: inhibitors of in vitro SUMOylation cascade, primary screen, biochemical, HTRF, uHTS; SUMO-conjugating enzyme UBC9 (Homo sapiens), P63279; HTRF SUMOylation assay, SAE1/SAE2 + UBC9; inhibition, % at 35 µM; 290,000 compounds, 0.36% hits; AID 2006, 2009; in the data active means inhibition above about 50%, passing the limit was not always enough; further: strong numbers were not always called active
# Target sequence (P63279 whole entry, looked up): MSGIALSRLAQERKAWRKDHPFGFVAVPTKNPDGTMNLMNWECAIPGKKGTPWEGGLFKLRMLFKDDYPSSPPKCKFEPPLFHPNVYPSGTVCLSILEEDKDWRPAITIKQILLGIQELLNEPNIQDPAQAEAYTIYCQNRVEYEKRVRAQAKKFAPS
# p-CIP stab down: p/CIP-EGFP fusion destabilizers, primary screen, fluorescence, F442A cells. 290,000 compounds, 0.01% hits. decrease of EGFP signal, % at 10 µM. Q05BA5. 16 h. AID 1984, 2009;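 active means EGFP signal decrease of at least 30% at 10 µM or well 3 SD below plate mean, unless failing retest; inactive means the rest, including hits failing retest or dose response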; further: some compounds called inactive have numbers as strong as hits; many of its hits are not listed in these tables
# FID counter: compounds displacing fluorescent DNA intercalator, primary screen, artefact control for HCV NS3 helicase inhibitor project, biochemical, FID fluorescence; DNA fluorescent intercalator displacement; inhibition, % at 7.9 µM; 290,000 compounds, 0.17% hits; AID 1845, 2009; in the data active means inhibition above about 37%;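 further: 0% = vehicle and 100% = reference compound; higher means more ethidium bromide displaced from hairpin DNA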
# MEKK3 PB1 HTS: modulators of MEKK3-MEK5 PB1 binding, primary screen, biochemical, wildtype MEKK3, multiplex bead flow cytometry, Alexa488-MEK5. 290,000 compounds, 1.4% hits. Mitogen-activated protein kinase kinase kinase 3 (Homo sapiens), Q99759. bead-based flow cytometry, Alexa488-MEK5 binding to MEKK3; actives lie on both sides; 0 = blocked by unlabeled MEK5, 100 = vehicle. binding response (% of control), % at 10 µM;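 active means binding response more than 3 SD above or below the average of its plate-row segment, actives on both sides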;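 further: Alexa488 bead fluorescence after subtracting the streptavidin-only scavenger bead signal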
# Target sequence (Q99759 whole entry, looked up): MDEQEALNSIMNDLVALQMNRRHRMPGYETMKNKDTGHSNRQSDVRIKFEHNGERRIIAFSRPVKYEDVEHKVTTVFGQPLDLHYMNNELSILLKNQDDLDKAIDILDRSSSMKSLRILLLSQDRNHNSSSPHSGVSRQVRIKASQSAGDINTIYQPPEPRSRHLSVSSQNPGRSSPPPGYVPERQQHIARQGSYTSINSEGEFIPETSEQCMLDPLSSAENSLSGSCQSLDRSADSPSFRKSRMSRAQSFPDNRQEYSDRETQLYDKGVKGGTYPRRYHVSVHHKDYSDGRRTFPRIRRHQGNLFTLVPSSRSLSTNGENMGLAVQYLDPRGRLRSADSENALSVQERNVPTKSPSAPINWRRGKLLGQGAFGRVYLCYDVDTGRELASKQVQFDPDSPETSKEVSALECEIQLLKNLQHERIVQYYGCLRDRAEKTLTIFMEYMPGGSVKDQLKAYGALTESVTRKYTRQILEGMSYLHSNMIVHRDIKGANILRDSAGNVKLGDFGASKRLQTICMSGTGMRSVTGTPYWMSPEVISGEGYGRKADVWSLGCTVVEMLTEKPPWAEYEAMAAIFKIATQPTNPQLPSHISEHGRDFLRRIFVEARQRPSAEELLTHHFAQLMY
# Starred values were filed as active, the others as inactive; . = no result given.
1: O=C(NCC1CCCO1)/C(=C\c1ccco1)NC(=O)c1ccc(Cl)cc1 (stereo unspecified)
2: O=C(NC1CCCCCCC1)c1cccs1
3: CCOC(=O)c1c(-n2c(C)cc(C=O)c2C)sc2c1CCCC2
4: CCOC(=O)C1(Cc2ccc(OC)cc2)CCN(C(=O)c2cc3ccccc3[nH]2)CC1
5: CCNC(=O)CCS(=O)(=O)c1ccc2ccccc2c1
6: N#Cc1c2n(c(=S)n(-c3ccc(OC(F)F)cc3)c1=O)CCCCC2
Assay by compound,1,2,3,4,5,6
PHOSPHO1 block,37,16,26,-20,6,-1
HCV NS3 hel inh,-4,-2,0,-26,1,-1
IMP-1 inhibitor,-3.4,-1.3,-1.8,-2.1,-2.5,-3.3
IDE cell activ,3,-2,-4,2,4,1
VIM-2 inhibitor,-0.5,-0.5,-0.2,-2.4,-4.0,-2.1
SUMO HTRF inh,-7,9,-2,-13,17,15
p-CIP stab down,-2,-6,-3,-2,-8,-4
FID counter,-4,-6,-25,-29,7,-12
MEKK3 PB1 HTS,91,99,107,98,105,100

7: CCCc1nc2ccccc2c(C(=O)OCC(=O)NCc2ccco2)c1CC
8: Cn1c(SCC2CCCO2)nnc1-c1cccc([N+](=O)[O-])c1 (stereo unspecified)
9: O=C(O)CCC(=O)NN1C(=O)c2ccccc2NC1c1ccc(F)cc1 (stereo unspecified)
10: CCOC(=O)N1CCC(NS(=O)(=O)c2cc3c(cc2Cl)NC(=O)CO3)CC1
11: Cc1noc(C)c1C(=O)N1CCCC(N2CCN(c3cccc(C(F)(F)F)c3)CC2)C1 (stereo unspecified)
12: CCC(=O)c1ccc(OCC(=O)Nc2nn3cnnc3s2)cc1
Assay by compound,7,8,9,10,11,12
PHOSPHO1 block,8,45,11,10,26,14
HCV NS3 hel inh,2,8,-28,13,-2,0
IMP-1 inhibitor,-2.2,-3.1,-2.4,-4.8,-1.3,-1.2
IDE cell activ,-1,-2,0,-1,-4,3
VIM-2 inhibitor,-1.8,-5.1,-0.9,-3.8,0.0,-1.6
SUMO HTRF inh,-16,10,11,10,5,0
p-CIP stab down,9,-34,-5,10,0,3
FID counter,-22,8,-2,-10,-43,-3
MEKK3 PB1 HTS,97,97,89,104,100,106

13: CN(C)S(=O)(=O)c1cccc(NC(=O)COC(=O)COc2ccc(Br)cc2)c1
14: COc1cc(/C=C/c2nc3ccccc3s2)cc(OC)c1O
15: COC(=O)c1ccc(NC(=O)CN2C(=O)CCC2=O)cc1
16: Cc1ccc(C(=O)COC(=O)C(C)N2C(=O)C3C4C=CC(C4)C3C2=O)cc1 (stereo unspecified)
17: CC(C)(C)c1cc(-n2ccnc2)n2ncc(-c3ccc(Cl)cc3)c2n1
18: COc1ccccc1OCC(=O)NN=C(Cc1ccccc1)Cc1ccccc1
Assay by compound,13,14,15,16,17,18
PHOSPHO1 block,45,28,-42,-17,-1,-11
HCV NS3 hel inh,-22,13,3,-4,-5,-3
IMP-1 inhibitor,-3.1,-1.9,-2.4,0.0,-2.7,-1.8
IDE cell activ,7,-101,-3,5,1,7
VIM-2 inhibitor,-2.7,0.3,0.0,-3.6,-2.6,-5.0
SUMO HTRF inh,-4,31,-14,-10,-6,6
p-CIP stab down,3,-304,-7,4,-10,-53
FID counter,-13,-13,-2,-19,3,-12
MEKK3 PB1 HTS,96,119,95,96,105,102

# An excerpt from above in order of the IDE cell activ value, lowest first.
item	molecule	PHOSPHO1 block	HCV NS3 hel inh	IMP-1 inhibitor	IDE cell activ	VIM-2 inhibitor	SUMO HTRF inh	p-CIP stab down	MEKK3 PB1 HTS
14	COc1cc(/C=C/c2nc3ccccc3s2)cc(OC)c1O	28	13	-1.9	-101	0.3	31	-304	119
15	COC(=O)c1ccc(NC(=O)CN2C(=O)CCC2=O)cc1	-42	3	-2.4	-3	0.0	-14	-7	95
17	CC(C)(C)c1cc(-n2ccnc2)n2ncc(-c3ccc(Cl)cc3)c2n1	-1	-5	-2.7	1	-2.6	-6	-10	105
16	Cc1ccc(C(=O)COC(=O)C(C)N2C(=O)C3C4C=CC(C4)C3C2=O)cc1 (stereo unspecified)	-17	-4	0.0	5	-3.6	-10	4	96
18	COc1ccccc1OCC(=O)NN=C(Cc1ccccc1)Cc1ccccc1	-11	-3	-1.8	7	-5.0	6	-53	102

# (cont.)
19: Cc1cccc(/C=N/n2c(-c3ccccc3)n[nH]c2=S)c1O
20: Cc1ccc(S(=O)(=O)N(C)CC(=O)OCC(=O)Nc2ccccc2)cc1
21: O=C(N/N=C\c1ccc(-c2ccc([N+](=O)[O-])cc2)o1)c1ccc2c(c1)OCO2
22: Cc1ccc(C)c(N(CC(=O)NC2CCCC2)C(=O)c2cc3cc4cccc(C)c4nc3s2)c1
23: CCOC(=O)c1[nH]c2ccc(F)cc2c1NC(=O)CCN1CCOCC1
24: Cc1ccccc1NC1=C(Cl)C(=O)N(C2CCCCC2)C1=O
Assay by compound,19,20,21,22,23,24
PHOSPHO1 block,.,4,-20,15,-3,5
HCV NS3 hel inh,18,-8,-3,-5,8,0
IMP-1 inhibitor,-2.4,-1.4,-2.4,-2.0,-0.2,8.2*
IDE cell activ,8,-2,0,2,3,5
VIM-2 inhibitor,-2.3,-0.6,-3.6,-2.7,1.8,-2.1
SUMO HTRF inh,16,11,31,12,11,-14
p-CIP stab down,-81,5,-9,-12,1,-9
FID counter,-22,-13,0,-5,2,-4
MEKK3 PB1 HTS,104,94,142*,94,98,107

# Quoted at random: 5 records from the list
22: Cc1ccc(C)c(N(CC(=O)NC2CCCC2)C(=O)c2cc3cc4cccc(C)c4nc3s2)c1
24: Cc1ccccc1NC1=C(Cl)C(=O)N(C2CCCCC2)C1=O
19: Cc1cccc(/C=N/n2c(-c3ccccc3)n[nH]c2=S)c1O
23: CCOC(=O)c1[nH]c2ccc(F)cc2c1NC(=O)CCN1CCOCC1
20: Cc1ccc(S(=O)(=O)N(C)CC(=O)OCC(=O)Nc2ccccc2)cc1
Assay by compound,22,24,19,23,20
PHOSPHO1 block,15,5,.,-3,4
HCV NS3 hel inh,-5,0,18,8,-8
IMP-1 inhibitor,-2.0,8.2*,-2.4,-0.2,-1.4
IDE cell activ,2,5,8,3,-2
VIM-2 inhibitor,-2.7,-2.1,-2.3,1.8,-0.6
SUMO HTRF inh,12,-14,16,11,11
p-CIP stab down,-12,-9,-81,1,5
FID counter,-5,-4,-22,2,-13
MEKK3 PB1 HTS,94,107,104,98,94

# The list goes on:
25: COc1ccc(C(=O)Nc2ccc(C3(C#N)CCCC3)cc2)cc1OC
26: CCC(C)NC(=O)c1c(N)n(/N=C/c2cccs2)c2nc3ccccc3nc12 (stereo unspecified)
27: CC(C)(C)NC(=O)CSc1nnc(NC(=O)CCn2cnc3ccccc3c2=O)s1
28: Cc1cc(C)n(-c2cc(C(C)(C)C)nc3c(-c4ccc(Cl)cc4)cnn23)n1
29: NC(=O)CC(NC(=O)Cc1ccc(Cl)cc1)c1ccc(N2CCC(Cc3ccccc3)CC2)c([N+](=O)[O-])c1 (stereo unspecified)
30: NC(=O)CSc1nnc(-c2ccccc2Br)n1-c1cccc(C(F)(F)F)c1
Assay by compound,25,26,27,28,29,30
PHOSPHO1 block,25,47,14,20,10,1
HCV NS3 hel inh,2,7,-2,0,26,1
IMP-1 inhibitor,-2.8,-1.5,0.1,-3.9,1.6,-1.3
IDE cell activ,-10,.,2,6,0,6
VIM-2 inhibitor,-1.5,-4.3,-3.1,-3.6,0.1,-0.2
SUMO HTRF inh,-8,12,-3,-9,9,-9
p-CIP stab down,-6,0,-2,-3,2,10
FID counter,-30,0,-19,-6,-13,-19
MEKK3 PB1 HTS,100,101,97,98,100,139*

31: Cc1ccc(C(=O)COC(=O)C(C)N2C(=O)C3C4CCC(C4)C3C2=O)cc1C (stereo unspecified)
32: Cc1c(C#N)c2ccccc2n1CC(=O)NCCc1c[nH]c2ccccc12
33: N#Cc1nc(COc2ccc(Br)cc2)oc1N1CCCCCC1
34: Oc1cccc(/C=C/c2ccc3cccc(O)c3n2)c1
35: O=C(NNS(=O)(=O)c1cc(Cl)c(Cl)cc1Cl)c1cccnc1
36: O=C(O)CCC(=O)Nc1ccc(-n2ccc(C(F)(F)F)n2)cc1
Assay by compound,31,32,33,34,35,36
PHOSPHO1 block,38,2,-4,11,24,14
HCV NS3 hel inh,-10,-6,6,31,5,0
IMP-1 inhibitor,-0.4,-2.7,-2.2,-0.5,-1.8,-3.8
IDE cell activ,7,1,1,0,-4,10
VIM-2 inhibitor,-2.2,-3.6,-4.5,-1.3,0.5,-3.2
SUMO HTRF inh,-5,-12,-16,0,3,-10
p-CIP stab down,2,-8,4,7,9,11
FID counter,-24,-6,-11,-7,-8,-1
MEKK3 PB1 HTS,101,107,100,101,103,101

37: Cc1cccc(NC(=O)CSCC(=O)Nc2cc(Cl)ccc2N2CCN(C)CC2)c1
38: CCc1ccc(Nc2n[n+](-c3ccccc3)c(-c3ccc(N(CC)CC)cc3)s2)cc1
39: O=c1c2ccccc2nc(-c2cccs2)n1-c1ccc2ccccc2c1
40: CCOc1ccc(NC(=O)C[n+]2ccc(N(C)C)cc2)cc1
41: CC(=O)/C(C#N)=C1\NC(=O)C(Cc2ccc(C)c(C)c2)S1 (stereo unspecified)
42: Oc1cccc(N2Cc3ccccc3C2)c1
43: COc1ccc(Br)cc1CNC(=O)Nc1cccs1
44: Cc1ccc(NC(=O)Nc2ccc(S(N)(=O)=O)cc2)cc1
Assay by compound,37,38,39,40,41,42,43,44
PHOSPHO1 block,34,15,-18,3,21,16,13,5
HCV NS3 hel inh,-32,-72,-10,-6,23,-3,8,-4
IMP-1 inhibitor,-2.6,7.9*,-0.3,-2.1,-1.8,-2.1,-0.2,-2.4
IDE cell activ,0,-8,0,1,-2,2,-12,-1
VIM-2 inhibitor,-0.2,2.7,1.3,-1.3,0.0,1.5,-4.3,-1.8
SUMO HTRF inh,10,11,15,7,17,-5,10,-12
p-CIP stab down,-6,-100,-23,1,-30,-2,-9,1
FID counter,20,-4,-5,-15,-30,-7,-5,2
MEKK3 PB1 HTS,94,101,91,103,101,98,103,105

# An excerpt; the hit share may differ from the screen's.
